GALR2 blocker = GALR2 (human) receptor antagonism | O43603 | GALR2-expressing cells, antagonist mode | inhibition, % at 4 µM | 140,000 compounds, 0.39% hits | AID 828; in the data active = inhibition above about 27%;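 note: cells stimulated with galanin 1-16 at roughly its EC80; 0% = agonist challenge control and 100% = basal control without agonist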
Target sequence (O43603 whole entry, looked up): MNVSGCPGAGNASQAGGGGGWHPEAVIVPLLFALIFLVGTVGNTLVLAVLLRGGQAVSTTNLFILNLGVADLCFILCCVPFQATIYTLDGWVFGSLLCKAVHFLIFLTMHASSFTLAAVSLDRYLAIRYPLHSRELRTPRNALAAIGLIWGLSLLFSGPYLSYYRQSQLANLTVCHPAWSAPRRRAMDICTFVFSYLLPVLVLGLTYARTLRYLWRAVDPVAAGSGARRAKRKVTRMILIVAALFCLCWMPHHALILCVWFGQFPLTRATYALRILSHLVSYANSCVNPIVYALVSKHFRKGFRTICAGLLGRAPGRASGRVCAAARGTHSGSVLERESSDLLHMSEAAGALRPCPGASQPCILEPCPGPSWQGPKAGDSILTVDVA
NPY-Y2 antag = blocks the human neuropeptide Y Y2 receptor | NPY-Y2 expressing cells, antagonist mode | inhibition, % at 2.7 µM | 140,000 compounds, 0.99% hits | AID 793 | P49146; in the data active = inhibition above about 17%;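 note: 0% = vehicle with agonist challenge and 100% = reference antagonist with challenge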
Target sequence (P49146 whole entry, looked up): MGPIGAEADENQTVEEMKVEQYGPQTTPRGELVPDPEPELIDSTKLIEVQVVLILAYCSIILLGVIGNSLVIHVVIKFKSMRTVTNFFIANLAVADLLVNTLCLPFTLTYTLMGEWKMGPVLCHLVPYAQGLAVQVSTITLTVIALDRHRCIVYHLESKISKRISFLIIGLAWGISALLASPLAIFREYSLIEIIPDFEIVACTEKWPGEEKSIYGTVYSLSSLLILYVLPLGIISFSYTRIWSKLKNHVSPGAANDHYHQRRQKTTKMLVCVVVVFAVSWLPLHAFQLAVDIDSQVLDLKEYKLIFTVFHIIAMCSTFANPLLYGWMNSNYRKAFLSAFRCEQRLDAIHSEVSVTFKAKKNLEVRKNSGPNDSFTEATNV
E-sel TNF inh = blocks E-selectin expression induced by TNF alpha | AID 1246 | 120,000 compounds, 0.71% hits | inhibition, % at 2 µM | HUVEC TNFa-induced E-selectin immunofluorescence, high content;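 active = inhibition above the batch mean plus 3 SD, and confirmed as a hit on visual image review, cut at about 43% in these data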;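 note: 0% = TNF-stimulated DMSO wells and 100% = unstimulated control wells; not every result past the cut was called active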
Measles CPE = protection of cells from measles virus; Measles virus-infected cells, CPE protection, absorbance; protection (pct of control), % at 4 µM; 140,000 compounds, 1.5% hits; in the data active = protection mostly above about 24%, no sharp cut-off; inactive = mostly below about 26%; note: some compounds called inactive have numbers as strong as hits
bCat KO growth = beta-catenin-lacking colon tumor cell growth suppression | HCT116 beta-catenin knockout viability, CellTiter-Glo, 60 h; stronger effect = lower value | viability, % at 10 µM | 140,000 compounds, 1.5% hits | AID 818;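 active = viability at or under a set limit, the compound median less 4 SD, cut at about 6% in these data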;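 note: 0% = Hyamine 1622 control at 20 µM and 100% = untreated cell control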
HCT116 PTEN-null = growth suppressors of cells with PTEN tumor suppressor deletion. HCT116 PTEN-null viability, CellTiter-Glo, 60 h; stronger effect = lower value. viability, % at 10 µM. 140,000 compounds, 1.2% hits;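 active = viability at or below a set limit, 4 SD under the median of all tested compounds, cut at about 3.7% in these data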;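 note: PTEN knockout HCT116 line with beta catenin targeted HCT116 as companion control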
Phagocyt inh = inhibitors of macrophage phagocytosis | J774A.1 macrophage IgG-bead phagocytosis, imaging | inhibition, % at 5 µM | 110,000 compounds, 0.07% hits | AID 1029;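 active = inhibition above the mean of the plate negative controls plus 5 SD, cut at about 13% in these data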;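 note: phagocytic index as fraction of beads internalized from green versus red external bead signal; plate controls were DMSO negative control for no effect and cytochalasin-D positive control for full effect; some results beyond the cut were filed as inactive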
Yeast growth inh = chemicals that inhibit yeast BB579 growth in restrictive medium (lifespan-shortening candidates); 140,000 compounds, 0.51% hits; S. cerevisiae BB579 growth, OD615, 48 h; inhibition, % at 10 µM;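 active = inhibition above a set limit, 3 SD over the mean compound inhibition, cut at about 44% in these data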; note: inactives centre near -24
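Assay system: S. cerevisiae DeaD strain BB579 yeast. Medium: CSMM-D restrictive synthetic medium containing dextrose (glucose). Times: 4 h cell preincubation, 48 h compound exposure, 30 °C humidified. Signal: OD615 turbidity measurement. Benchmarks: positive control amphotericin B 10 µg/mL.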
Yeast lifespan up = yeast lifespan extension; S. cerevisiae growth with nicotinamide, OD615; deaD strain in restrictive glucose medium; inhibition of the nicotinamide effect, % at 10 µM; 130,000 compounds, 0.68% hits;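 active = inhibition above a set limit, placed 3 SD over the median of all compounds, cut at about 26% in these data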;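 note: 0% = nicotinamide-treated wells and 100% = cells grown without nicotinamide; some compounds called inactive have numbers as strong as hits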
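assay system = DeaD-strain S. cerevisiae | buffer or medium = restrictive glucose medium | reagent = 1.5 mM nicotinamide | compound = 10 µM single point, 0.25% DMSO | incubation = 48 h compound exposure at 30 °C, humidified | signal = OD615 measurement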
MRP1 act = activates MRP-1 | H69AR cells + doxorubicin, viability rescue, CellTiter-Glo | viability increase, % at 10 µM | 140,000 compounds, 0.61% hits;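 active = viability gain under doxorubicin at or above a set limit, the compound median plus 3 SD, cut at about 4.7% in these data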;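 note: MRP-1 overexpressing cells given doxorubicin 25 µM after compound pretreatment; 18-22 h compound pretreatment then 72 h with doxorubicin before readout; 0% = doxorubicin-only wells and 100% = vehicle-treated cells without doxorubicin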
* marks the source's active call; other numbers are inactive results; nt = no result given; & = joins results of further samples.

SMILES	GALR2 blocker	NPY-Y2 antag	E-sel TNF inh	Measles CPE	bCat KO growth	HCT116 PTEN-null	Phagocyt inh	Yeast growth inh	Yeast lifespan up	MRP1 act
CCC(CC)C(=O)Nc1ccccc1NC(C)=O	-5	0	-7	9	100	95	0	-16	-7	-2.0
COc1ccccc1NC(=O)CSc1ccc2nnc(-c3cccnc3)n2n1	-3	1	nt	8	89	98	nt	-4	-9	-2.7
COc1ccc(C2=NN(C(C#N)c3ccc(OC)cc3)C(c3ccccc3)C2)cc1 (stereo not given)	-8	1	nt	9	48	47	-6	-18	0	-2.8
CCN(CC)c1ccc(C=Nc2ccccc2)c(O)c1	4	1	-1	6	92	100	nt	-68	nt	-0.5
O=C1C(=Cc2ccc(Br)o2)C(=O)c2ccccc21	17	7	nt	10	86	88	-5	-13	14	-2.6
CCC(CC)C(=O)Nc1cccc(C(=O)N2CCCC2)c1	7	4	26	30	98	88	-2	-14	-10	-2.4
Cc1occc1C(=O)Nc1ccccc1C(=O)O	-6	8	-7	4	106	103	-1	-19	19	-1.8
Cc1ccc2nsnc2c1S(=O)(=O)N(CCO)Cc1cc2cc3c(cc2[nH]c1=O)OCCO3	16	0	26	20	95	97	0	-39	-2	-4.0
COc1cc(C(=O)N(Cc2ccc(N(C)C)cc2)C2CCS(=O)(=O)C2)cc(OC)c1OC (stereo not given)	-12	0	-30	1	77	97&96	0	-8	-17	-1.8
C/C(=N\N=C(N)N)c1cccc([N+](=O)[O-])c1	15	1	nt	10	85	98	-8	-10	1	-1.6
CCOc1ccc(/C(O)=C2/C(=O)C(=O)N(CC3CCCO3)C2c2ccc(C)o2)cc1 (stereo not given)	-4	4	35	46*	99	95	nt	5	6	-1.7
CCCc1nn(-c2cc(Cl)ccc2OC)c2c1C(=O)CC(C)(C)C2	-4	1	nt	18	55	53	0	-23	-3	-4.6
CCCCn1c(=O)n(CC(=O)NCc2ccc(C)cc2)c(=O)c2c1nc(CO)n2CCC	9	4	nt	14	89	94	nt	-55	-16	-1.8
Cc1occc1C(=O)Nc1ccc(Br)cc1F	-16	5	28	3	92	89	0	-13	-11	-2.6
O=C(c1ccccc1Oc1ccccc1)N1CCN(c2ccccc2F)CC1	1	12	-4	12	74	74	-1	-19	-4	-1.7
Cn1c(-c2cc(Br)ccc2O)n[nH]c1=S	-3	3	nt	4	90	83	-1	-12	-6	-0.1
O=C(NC1CCCCC1)c1ccc(CS(=O)(=O)Cc2ccccc2F)o1	14	-2	-24	9	88	103	nt	-22	-3	-0.9
CC(=O)/C(CN1CCCCC1)=N\O	-3	0	-9	28	117	95	0	-38	-10	-1.9
Cc1ccc(NS(=O)(=O)c2ccc(CCC(=O)NC3CC3)cc2)cc1	28*	3	16	4	106	105	0	-58	2	0.0
CCC(NC(=O)C1CCC1)c1ccccc1 (stereo not given)	1	1	-15	15	84	94	nt	-17	nt	-3.5
CC(=O)NCCc1cc2ccc(C)cc2[nH]c1=O	5	-2	-15	5	121	106	nt	-38	19	-0.2
CCCN(CCC)S(=O)(=O)c1ccc(NC(=O)C2CCCO2)cc1 (stereo not given)	2	1	29	6	93	92	nt	-18	nt	-1.7
CCCN1CCN(C(=O)CCCn2c(C)c3cnn(-c4ccccc4)c(=O)c3c2C)CC1	nt	nt	nt	11	92	83	0	15	-13	-2.2
CC(Sc1nc(-c2ccccc2)cc(=O)[nH]1)C(=O)O (stereo not given)	-10	2	nt	3	113	110	-2	-54	-7	0.8
Cc1ccccc1C(=O)NC1CCN(Cc2nnnn2Cc2ccccc2)CC1	5	1	-2	8	100	110	1	-49	-5	0.1

Printed as active in GALR2 blocker (from the list above):
canonical_smiles	GALR2 blocker	NPY-Y2 antag	E-sel TNF inh	Measles CPE	Phagocyt inh	Yeast growth inh	Yeast lifespan up
Cc1ccc(NS(=O)(=O)c2ccc(CCC(=O)NC3CC3)cc2)cc1	28*	3	16	4	0	-58	2

Remaining list, next part:
SMILES	GALR2 blocker	NPY-Y2 antag	E-sel TNF inh	Measles CPE	bCat KO growth	HCT116 PTEN-null	Phagocyt inh	Yeast growth inh	Yeast lifespan up	MRP1 act
O=C(NCC(c1cccnc1)N1CCN(c2ccc(F)cc2)CC1)C1CCCCC1 (stereo not given)	-4	2	nt	6	95	81	nt	-12	-17	-1.9
Cc1ccc(-n2c(Cc3cccs3)nnc2SCC(N)=O)cc1	-4	-1	nt	15	101	102	0	-47	-7	-0.9
O=C(Cn1c(=O)c2c(ncn2Cc2ccccc2)n(Cc2ccccc2)c1=O)N1CCCC1	4	5	nt	17	100	90	nt	-50	0	-0.5
COc1ccc(C(=O)Nc2sc3c(c2C(=O)O)CC(C)(C)OC3)cc1	6	3	nt	3	61	61	-4	-52	2	-1.1
Cc1ccc(SCc2ccc(C(=O)Nc3cccc([N+](=O)[O-])c3)cc2)cc1	16	-2	nt	16	100	101	nt	-35	-8	-2.4
Cc1cnn(C(=S)NCc2ccc(Cl)cc2)c1	5	2	1	23	84	84	nt	2	5	-4.0
CCC(=O)Nc1cc(-c2nn(C)c(=O)c3ccccc23)ccc1N1CCOCC1	-10	1	-11	16	95	93	-1	-3	-4	-3.5
Cc1nc(SCC(=O)NCC(F)(F)F)c2c(-c3cccs3)csc2n1	-1	4	nt	15	93	93	nt	-28	-2	-0.3
CCN(CC)CCNc1nc2c(c(=O)n(C)c(=O)n2C)n1C/C=C(/C)Cl	-11	4	nt	6	93	98	2	-37	-7	-0.3
O=C(CN1C(=O)S/C(=C\c2ccccc2)C1=O)NNC(=O)c1ccccc1O	1	6	nt	25	89	96	-2	8	-2	4.4
CCOc1ccc(N(CC(=O)Nc2ccccc2C(=O)NCc2ccco2)S(C)(=O)=O)cc1	0	13	-3	7	87	92	-1	1	-7	-2.6
Cc1ccc(-n2c(C)cc(C(=S)N3CCOCC3)c2C)cc1C	-7	7	-20	8	63	71	nt	-46	-4	-0.4
O=S(=O)(Nc1ccccc1F)c1ccc2nsnc2c1	-10	0	5	18	91	95	5	-61	5	-1.1
CCN(CC)C1=CC(=[N+]2CCCC2)CC(C)(C)C1	0	8	-4	5	21	28	-3	-27	5	-1.3
COc1ccccc1CNC(=O)CCC(=O)Nc1nnc(C)s1	-5	2	nt	51*	90	89	-3	-1	-5	0.6
CC/C(=N\NC(=O)c1ccc(-c2ccccc2)cc1)C12CC3CC(CC(C3)C1)C2	-5	3	nt	6	66	73&69	-1	-2	-16	0.8
C[N+]1(CC#CC(O)(c2ccccc2)c2ccccc2)CCCC1	6	4	5	7	95	98	-1	-2	2	-0.3
Cc1ccc(-c2nnc(SCC(=O)N3CCCC3)o2)cc1	-5	6	2	20	103	109	nt	-42	-7	0.8
CCOC(=O)c1ccc(N2C(=O)CC(N3CCN(C(=O)c4ccco4)CC3)C2=O)cc1 (stereo not given)	-15	1	3	4	94	104	-1	10	-2	-1.1
CCCNC1=C(C)C(=O)CC1	0	2	-2	21	85	85	-5	-52	-7	-0.8
O=C(/C=C/c1ccc(F)cc1)NCCCN1CCN(CCCNC(=O)/C=C/c2ccc(F)cc2)CC1	-7	3	2	4	86	86	-2	-23	1	-3.3
COc1ccc(CCNC(=O)CCCN2C(=O)c3ccccc3C2=O)cc1OC	-7	1	14	2	100	95	nt	-6	-5	-0.5
O=C(CSc1ncn[nH]1)c1ccc2c(c1)OCO2	1	5	-5	27	89	92	1	-19	-15	0.1
Cc1nc(SCC(=O)NC2CCCC2)[nH]c(=O)c1Cc1ccccc1	6	3	-32	24	90	83	-2	-26	-5	-2.8
COc1ccc(OC)c(NS(=O)(=O)c2ccc(N3CCCC3=O)cc2)c1	5	8	nt	0	22	19	8	-30	-5	-3.2
The listing continues.
SMILES	GALR2 blocker	NPY-Y2 antag	E-sel TNF inh	Measles CPE	bCat KO growth	HCT116 PTEN-null	Phagocyt inh	Yeast growth inh	Yeast lifespan up	MRP1 act
CC(CCc1ccccc1)NC(=O)COC(=O)C1CCC(C(C)(C)C)CC1 (stereo not given)	2	7	nt	14	82	83	-4	-20	6	0.7
CCCSc1nc2c(c(=O)n1-c1ccc(OCC)cc1)SCC2	1	2	-36	5	90	93	1	-24	-6	0.4
CCOC(=O)c1c(NC(=O)Cn2nc(C(F)(F)F)cc2C)sc2c1CCC2	-3	5	nt	20	84	87	-7	-19	-4	-1.1
Cc1ccc(CN2CCN(c3ncccn3)CC2)o1	14	0	-22	2	104	106	0	-11	-5	1.3
CCCCn1c(CN2CCN(CCO)CC2)nc2ccccc21	-7	4	-19	10	81	92	0	-20	-12	-1.4
CCOc1ccccc1CN1CCC(O)CC1	0	2	12	29	99	98	2	-25	-2	-1.3
CCOC(=O)C(C(=O)OCC)c1cc(Br)c2noc3c2c1C(=O)c1ccccc1-3	13	2	nt	0	1.3*	1.1*	1	-25	46*	-2.1
Cc1cccc(NC(=O)CCCSc2nc3ccccc3[nH]2)c1	18	4	nt	5	97	90	-1	-36	6	-1.8
Nc1ccccc1N1CCN(C(=O)c2ccccc2)CC1	-7	7	2	20	101	94	nt	1	nt	-0.9
O=C1N=C(N2CCC(Cc3ccccc3)CC2)S/C1=C/c1cn[nH]c1-c1ccccc1	-27	6	-14	9	68	74	nt	-15	-1	-2.0
COC(=O)[C@@H]1C2CCC(C(=O)Nc3ccccc3)(CC2)[C@@H]1C(=O)OC	-9	2	6	48*	97	99	0	-21	-12	-2.4
O=C(CCCNS(=O)(=O)c1cccc2nsnc12)NCc1ccc(F)cc1	-6	1	nt	3	90	107	0	4	2	0.5
CCC(C)Nc1nc(OC)nc(N(C)C#N)n1 (stereo not given)	6	3	-10	23	91	92	3	-40	-8	-0.5
O=C(O)CSc1ccc2ccccc2n1	15	10	-4	1	106	94	0	15	-20	-3.3
CC1(C)NC(=O)N(CCCCSc2ccc(Cl)cc2)C1=O	12	-3	4	4	76	76	2	-29	-6	-0.1
O=C(COC(=O)C1COc2ccccc2O1)Nc1ccc2c(c1)CCC2 (stereo not given)	-2	2	44	6	95	98	-1	-58	-27	-2.5
COc1cccc(-n2c(SCC(=O)NCc3ccco3)nnc2-c2c[nH]c3ccccc23)c1	0	3	nt	16	89	86	1	-36	-8	-3.9
CC(CN1CCCCC1)OC(=O)C(C)(c1ccccc1)c1ccccc1 (stereo not given)	-2	11	4	16	88	79	0	-43	6	-1.9
Cc1cccc(C)c1OCC(=O)OCC(=O)c1ccc2c(c1)NC(=O)CO2	5	2	-2	9	96	95	1	3	-6	-2.1
COc1ccccc1N(CC(=O)NC1CCCCC1)C(=O)c1csnn1	3	1	-32	5	87	93	nt	4	nt	-1.1
CCCCOc1ccc(C(=O)O)cc1	-13	5	-14	5	98	93	0	-11	-11	-0.8
CCn1c(=O)cc(SCC(=O)N2CCN(Cc3ccc4c(c3)OCO4)CC2)c2ccccc21	5	5	8	7	74	66	-2	-20	-7	-3.4
CN(C)S(=O)(=O)c1ccc(C(=O)Nc2ccc(CCC(=O)N3CCCC3)cc2)cc1	3	5	33	6	93	94	1	-46	-13	-0.6
Cc1cc(C)nc(SCc2cc(=O)c(OC(=O)c3cccc([N+](=O)[O-])c3)co2)n1	2	3	nt	11	92	86	-4	-25	13	-0.8

Source: PubChem BioAssay
